# Assay outcomes (PubChem BioAssay)
# FXIIa single: inhibitors of human coagulation factor XIIa | AID 701 | purified human FXIIa, AMC substrate fluorescence, 2 h | actives 0.2% (n = 33,000) | inhibition, % at 10 µM | P00748; in the data active means inhibition above about 30%;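 further: 0% = enzyme with vehicle only and 100% = no enzyme blank; many of its hits are not listed in these tables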
# Target sequence (P00748 20-372 limits assumed): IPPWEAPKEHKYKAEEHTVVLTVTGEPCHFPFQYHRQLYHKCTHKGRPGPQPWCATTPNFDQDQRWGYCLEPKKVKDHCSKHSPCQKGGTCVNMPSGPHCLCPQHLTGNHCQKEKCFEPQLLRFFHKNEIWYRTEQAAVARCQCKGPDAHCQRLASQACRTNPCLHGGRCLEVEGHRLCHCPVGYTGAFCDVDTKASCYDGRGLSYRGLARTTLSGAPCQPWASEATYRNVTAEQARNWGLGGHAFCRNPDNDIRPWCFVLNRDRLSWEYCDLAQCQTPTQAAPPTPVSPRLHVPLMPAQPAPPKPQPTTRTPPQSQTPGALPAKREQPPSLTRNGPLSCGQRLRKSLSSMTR
# Target sequence (P00748 373-615 limits assumed): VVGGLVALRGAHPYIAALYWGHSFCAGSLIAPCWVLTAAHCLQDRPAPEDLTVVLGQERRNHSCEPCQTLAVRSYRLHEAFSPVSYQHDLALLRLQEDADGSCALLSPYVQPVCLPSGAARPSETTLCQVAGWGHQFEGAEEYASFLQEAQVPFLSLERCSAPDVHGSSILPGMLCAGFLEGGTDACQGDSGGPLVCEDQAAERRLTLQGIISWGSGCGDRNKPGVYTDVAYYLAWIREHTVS
# FXIa inh: inhibitors of human coagulation factor XIa; P03951; actives 0.3% (n = 33,000); inhibition, % at 10 µM; purified human FXIa, fluorogenic AMC substrate cleavage;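 active means inhibition above 40% in the primary screen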;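 further: 0% = enzyme without compound and 100% = blank wells lacking enzyme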
# Numbers without * were called inactive.
SMILES,FXIIa single,FXIa inh
CC(=O)c1cn(CC(=O)NCC2CCCO2)c2ccccc12 (stereo unspecified),2,-3
CCOC(=O)N1CCN(C(=O)CCc2ccc(S(=O)(=O)NCCc3ccccc3)cc2)CC1,5,2
Brc1ccc2[nH]ncc2c1,10,5
N#Cc1cccc(-n2nnnc2-c2ccc3c(c2)OCO3)c1,1,1
O=C1N=C(c2ccccc2)S/C1=C\c1cccs1,46*,38
COC(=O)c1ccccc1NC(=O)NCc1cccnc1,6,2
Nc1nonc1C(=O)NCCN=Cc1cc(Cc2ccccc2)cc(Br)c1O,14,-5
CCCCN(N=Nc1nonc1OC)c1nonc1OC,5,4
CCOc1ccccc1N(C(=O)CNS(=O)(=O)c1ccccc1)C(CC)C(=O)NCc1ccco1 (stereo unspecified),-14,16
CC(=O)c1cccc(N(C(=O)c2cnccn2)C(C(=O)NCc2ccccc2)c2ccco2)c1 (stereo unspecified),6,1
O=C(OCc1ccc(Cl)cc1)c1cnccn1,0,0
Cc1ccc(SCC(=O)Nc2ncc(C)s2)cc1,4,-10
NS(=O)(=O)c1ccc(NC(=O)COC(=O)CCNC(=O)NC23CC4CC(CC(C4)C2)C3)cc1,-10,0
CCNc1nc(CN2CCOCC2)nc2sc3c(c12)CCC3,-11,-4
CC(NC(=O)Cn1nnc(-c2ccncc2)n1)c1ccccc1 (stereo unspecified),12,0
C=CCn1c(CNC(=O)c2ccco2)nnc1SCC(=O)N1c2ccccc2Sc2ccccc21,21,0
COc1ccc(NC(=O)CSc2nccn2-c2ccccc2)cc1,8,8
CN(C)CCN1C(=O)C(=O)/C(=C(/O)c2ccc(F)cc2)C1c1ccccc1 (stereo unspecified),8,-4
Cc1ccc(/C=N/NC(=O)Cn2nccc2C)o1,7,-6
CC(C)COP(=O)(c1ccc(N(C)C)cc1)C(O)c1ccccn1 (stereo unspecified),15,6
Cc1cccc(NS(=O)(=O)c2ccc(C)c(C(=O)OCC(=O)Nc3cc(C)on3)c2)c1,3,1
CN=c1scc(C)n1/N=C/c1ccc(O)c(O)c1O,4,-6
O=C(Nc1ccccc1)c1ccc(S(=O)(=O)N2CCOCC2)cc1,6,-1
CSCC[C@H](NC(=O)CC(C)(C)C)c1nc2ccccc2[nH]1,4,-8
NC(=O)c1ccccc1N/C=C/C(=O)c1ccc(Cl)cc1,4,0
CC(C)CC(=O)Nc1cc2nn(-c3ccccc3)nc2cc1Cl,-3,-5
Fc1ccc(CN2CCN(c3ncccn3)CC2)cc1,4,11
Cc1noc(C)c1C(=O)Nc1ccccc1-c1ccccc1,5,1
Cc1ccc2c(c1)CCCN2C(=O)c1ccncc1,5,-2
CCOC(=O)C1=C(CSc2nc(CC)c(C)cc2C#N)OC(N)=C(C#N)C1c1ccc(OC)cc1 (stereo unspecified),2,0
CCOc1ccc(Cl)cc1S(=O)(=O)N1CCN(c2ccc(F)cc2)CC1,12,4
CCN(CC)S(=O)(=O)c1cccc(C(=O)N2CC(O)CC2C(=O)OC)c1 (stereo unspecified),3,-2
O=C(Cn1nnc2ccccc21)OCC(=O)c1ccccc1,1,1
Cc1cc(SCCOc2ccc(Br)cc2)nc(N)n1,16,-3
COc1cccc(-c2csc(N3CCN(C(=O)NC45CC6CC(CC(C6)C4)C5)CC3)n2)c1,6,-2
CCOC(=O)c1cnn(-c2ccccc2)c1NC(=O)c1ccc(C)cc1,1,-2
COc1cccc(CNc2ccc(S(=O)(=O)Nc3nccs3)cc2)c1O,-2,-1
C=CCn1c(SCC(=O)c2ccc(O)c(O)c2)nnc1-c1ccccc1OC,3,2
Cc1cnc(C(=O)Nc2cccc3ncccc23)cn1,-19,-2
C=CCn1c(SCc2ccccc2)nc2scc(-c3ccc(C)o3)c2c1=O,2,2
COCCN1C(=O)C(O)=C(C(=O)c2cccs2)C1c1ccccc1 (stereo unspecified),8,2
CCCN1CNC(=S)N(c2cccc(C)c2C)C1,4,-4
CC1CCN(S(=O)(=O)c2ccc(NC(=O)CCN3C(=O)c4ccccc4C3=O)cc2)CC1,19,-3
CCOC(=O)C1CCCN(C(=O)Nc2ccccc2)C1 (stereo unspecified),3,6
COc1ccc(N2CCN(C(=O)C3COc4ccccc4O3)CC2)cc1 (stereo unspecified),-5,-4
CC(c1nnnn1C(C)(C)C)N(Cc1cccnc1)Cc1ccccc1Cl (stereo unspecified),5,6
Cc1cccnc1NC(=O)C1CCCN(S(=O)(=O)c2ccc3c(c2)oc(=O)n3C)C1 (stereo unspecified),5,6
Cc1onc(-c2ccccc2)c1-c1n[nH]c(=S)n1-c1ccc(C(=O)O)cc1,7,-8
Cc1onc(-c2ccccc2)c1C(=O)N[C@@H]1C(=O)N2[C@@H]1SC(C)(C)[C@@H]2C(=O)O,7,7
CC(C)CCNC1=NCCCCC1,-18,28
O=C(NC(CO)c1ccccc1)c1ccco1 (stereo unspecified),3,9
CSCC[C@H](NC(=O)OC(C)(C)C)c1nnc(SCC=C(C)C)o1,0,-3
Cc1ccc2c(Cl)cc(Cl)c(OCC(=O)NCc3ccco3)c2n1,9,-12
CCCc1nn(-c2cc(Cl)ccc2OC)c2c1C(=O)CCC2,-11,-13
CC(C)(C)c1ccccc1OCCCCN1CCCC1,-8,28
COc1ccccc1NC(=O)CSc1nc(N)cc(N)n1,3,-3
Cc1nc2ncnn2c(C)c1CCC(=O)N1CCc2ccccc2C1,2,-7
Nc1nc2nc(-c3ccccc3)cc(=O)n2[nH]1,-4,-7
CN(Cc1c(O)ccc2c1oc(=O)c1ccccc12)C1CCCCC1,4,5
O=C(NCCCn1ccnc1)c1ccc(Br)c(S(=O)(=O)N2CCOCC2)c1,4,-14
# Next section:
SMILES,FXIIa single,FXIa inh
CN1CCN(CCCNC(=O)CCCOc2cc(=O)n(C)c3ccccc23)CC1,7,-1
COc1cc(/C=N/N=C(/N)c2nonc2N)cc(Br)c1OCc1ccccc1C,-10,31
Cc1ccccc1NS(=O)(=O)c1ccc(OCC(=O)N2CCCC2)cc1,9,4
CCOC(=O)CSc1nnc(NC(=O)c2cccc(S(=O)(=O)N3CCCCCC3)c2)s1,-1,4
C[C@@H]1CCC[C@H](C)N1NC(=O)c1ccc(Cl)c(S(N)(=O)=O)c1,-11,-14
O=C(COc1ccc2ccccc2c1Br)N1CCOCC1,4,-1
O=C(NCc1ccc2c(c1)OCO2)c1ccc(Cl)c(S(=O)(=O)N2CCOCC2)c1,5,-9
COc1ccc(C(=O)NCc2nnc(SCC(=O)NCc3ccc(F)cc3)o2)cc1,7,10
COCCNC(=O)c1cnn2c1NC(c1ccco1)CC2C(F)(F)F (stereo unspecified),4,-1
Cc1cccc(C)c1OCC(=O)NCc1nnc(SCC(=O)NC2CCCCC2C)n1C (stereo unspecified),-8,0
O=C(Nc1cccc(Cl)c1)C1CCCN(S(=O)(=O)c2ccc(F)cc2)C1 (stereo unspecified),8,8
COc1ccc(C(=O)Nc2ccc(C)cn2)c(OC)c1,8,-13

# Part of the list above, with values under each structure:
# Order of results – FXIIa single, FXIa inh
Cc1onc(-c2ccccc2)c1C(=O)N[C@@H]1C(=O)N2[C@@H]1SC(C)(C)[C@@H]2C(=O)O
  7, 7
CC(C)CCNC1=NCCCCC1
  -18, 28
O=C(NC(CO)c1ccccc1)c1ccco1 (stereo unspecified)
  3, 9
CSCC[C@H](NC(=O)OC(C)(C)C)c1nnc(SCC=C(C)C)o1
  0, -3
Cc1ccc2c(Cl)cc(Cl)c(OCC(=O)NCc3ccco3)c2n1
  9, -12
CCCc1nn(-c2cc(Cl)ccc2OC)c2c1C(=O)CCC2
  -11, -13
CC(C)(C)c1ccccc1OCCCCN1CCCC1
  -8, 28
COc1ccccc1NC(=O)CSc1nc(N)cc(N)n1
  3, -3
Cc1nc2ncnn2c(C)c1CCC(=O)N1CCc2ccccc2C1
  2, -7
Nc1nc2nc(-c3ccccc3)cc(=O)n2[nH]1
  -4, -7
CN(Cc1c(O)ccc2c1oc(=O)c1ccccc12)C1CCCCC1
  4, 5
O=C(NCCCn1ccnc1)c1ccc(Br)c(S(=O)(=O)N2CCOCC2)c1
  4, -14
CN1CCN(CCCNC(=O)CCCOc2cc(=O)n(C)c3ccccc23)CC1
  7, -1
COc1cc(/C=N/N=C(/N)c2nonc2N)cc(Br)c1OCc1ccccc1C
  -10, 31
Cc1ccccc1NS(=O)(=O)c1ccc(OCC(=O)N2CCCC2)cc1
  9, 4
CCOC(=O)CSc1nnc(NC(=O)c2cccc(S(=O)(=O)N3CCCCCC3)c2)s1
  -1, 4
C[C@@H]1CCC[C@H](C)N1NC(=O)c1ccc(Cl)c(S(N)(=O)=O)c1
  -11, -14
O=C(COc1ccc2ccccc2c1Br)N1CCOCC1
  4, -1
O=C(NCc1ccc2c(c1)OCO2)c1ccc(Cl)c(S(=O)(=O)N2CCOCC2)c1
  5, -9
COc1ccc(C(=O)NCc2nnc(SCC(=O)NCc3ccc(F)cc3)o2)cc1
  7, 10
COCCNC(=O)c1cnn2c1NC(c1ccco1)CC2C(F)(F)F (stereo unspecified)
  4, -1
Cc1cccc(C)c1OCC(=O)NCc1nnc(SCC(=O)NC2CCCCC2C)n1C (stereo unspecified)
  -8, 0
O=C(Nc1cccc(Cl)c1)C1CCCN(S(=O)(=O)c2ccc(F)cc2)C1 (stereo unspecified)
  8, 8
COc1ccc(C(=O)Nc2ccc(C)cn2)c(OC)c1
  8, -13

# (more compounds)
SMILES,FXIIa single,FXIa inh
Cc1cc(C)c(S(=O)(=O)c2ccccc2)c(OC(=O)c2c(Cl)cccc2Cl)n1,1,1
C/C(N)=C(/C#N)C(=O)CSc1nnc(COc2cc(C)ccc2C)o1,4,-7
CC(=O)Nc1ccccc1C(=O)N1CC2(C)CC1CC(C)(C)C2 (stereo unspecified),5,-2
COc1ccc(-c2nn(C)c(=O)c3ccccc23)cc1NC(=O)COc1ccc(C)cc1,4,-3
O=C(O)CNCC1COc2ccccc2O1 (stereo unspecified),7,1
O=C1OC(c2ccccc2)=C/C1=C/N1CCOCC1,9,4
COc1ccccc1CNS(=O)(=O)c1ccc(C)cc1,-2,-5
CCN1C(=O)CC(Sc2ccccc2N)C1=O (stereo unspecified),7,-5
CC(C)(C)Cc1nnc(NS(C)(=O)=O)s1,4,-4
COc1ccc(C(=O)NC(=S)NCc2ccc(-c3nc4ccccc4o3)cc2)cc1OC,-10,26
O=c1[nH]c(=O)n(Cc2ccco2)c2c1C(C(F)(F)F)(C(F)(F)F)N=C(CCC1CCCCC1)N2,4,-8
N#Cc1cc(Oc2ccc3ccccc3c2)c(-n2nnc3ccccc32)cc1C#N,8,7
NC(=O)c1cc2cc(Cl)ccc2oc1=O,4,-6
CCc1ccc(CN2CCN(S(=O)(=O)Cc3ccccc3)CC2)cc1,5,11
O=c1c2c3c(sc2nc2sc(CN4CCCCC4)cn12)CCCC3,-1,-2
CCOC(=O)Cc1cc(=O)[nH]c(/N=C(/NC(=O)c2ccccc2)Nc2ccccc2C(F)(F)F)n1,3,-5
O=C(COC(=O)c1ccncc1)Nc1cc(Cl)c(Cl)cc1Cl,6,4
COC(=O)c1c(C(=O)OC)c2cc(C)ccn2c1Cl,3,-2
COc1ccc2cc(S(=O)(=O)N3CCCCC3)ccc2c1S(=O)(=O)N1CCCCC1,4,-2
COc1ccccc1N1C(=O)c2cccc3c(C(=O)O)ccc(c23)C1=O,-1,6
COC(=O)C1C(=O)NCC1c1ccc(OC)cc1 (stereo unspecified),10,11
CCCCN(CC)C(=O)Cc1ccccc1OC,4,-15
Cc1ccc(S(=O)(=O)c2nc(NCCN(C)C)sc2Cl)cc1,-10,12
COc1ccc(CCNC(=O)N2CCOCC2)cc1,6,3
CCOC(=O)C1=C(CC)Nc2ccccc2N=C1NC(=O)c1cccc(S(=O)(=O)N2CCCC2)c1,8,1
Cc1cccc(NC(=O)C2CC(=O)n3cnnc3S2)c1 (stereo unspecified),7,-7
C=CCn1c(SCCOc2ccc(OC)cc2)nnc1C(C)NC(=O)c1ccc(OC)cc1 (stereo unspecified),5,-8
CCCN=Cc1c(CCC)[nH]n(-c2nc3ccccc3s2)c1=O,4,10
CCOc1ccc(/C(O)=C2/C(=O)C(=O)N(CCOCCO)C2c2ccccn2)cc1 (stereo unspecified),10,2
O=C(NCc1ccc2c(c1)OCO2)C1CC(c2ccccc2O)=NO1 (stereo unspecified),14,-5
CC(C)n1c(C(O)c2ccccc2)nc2ccccc21 (stereo unspecified),6,1
CCOC(=O)C1CCN(Cc2ccc(Cl)c(Cl)c2)CC1,-4,1
Cc1ccc(Cn2ccc(NC(=O)c3cc(C)on3)n2)cc1,-2,-1
Cc1cc(=O)n(CNC(=O)c2ccccc2)c(=S)[nH]1,-12,15
COc1ccc(NC(=O)CCCSc2nc(-c3ccco3)cc(C(F)(F)F)n2)cc1OC,3,-1
COc1ccc(C(C#N)N2CCCCCC2)cc1OC (stereo unspecified),-21,4
Cc1ccc(N=C2N=C(N)c3ccccc32)cc1C,13,9
C=C(Br)Cn1c(CCCC)nc2ccccc21,4,1
COP(C)(=O)c1c(C)nn(-c2ccccc2)c1C (stereo unspecified),10,-1
Cc1ccc(NC(=O)NC2CCN(S(=O)(=O)c3ccc(F)cc3)CC2)cc1,4,-5
CCC(NC(=O)NCc1cccnc1)(C(F)(F)F)C(F)(F)F,4,-4
Cc1ccnc(NC(=O)c2c(O)c3ccccc3n(C)c2=O)c1,0,-8
Cc1ccc2c(c1)CCCN2C(=O)c1cc2ccccc2oc1=O,20,3
CCC(=O)N1CCc2cc(S(=O)(=O)N(CC)c3cccc(C)c3)ccc21,4,4
OC(COc1ccc2cc(Br)ccc2c1)CN1CCOCC1 (stereo unspecified),5,-1
CCn1c(=O)n(CC)c2cc(S(=O)(=O)Nc3cc(C)cc(C)c3C#N)ccc21,5,-3
COc1ccc(NC(=O)C(CC(C)C)NS(=O)(=O)c2ccc3c(c2)CCN3C(C)=O)cc1OC (stereo unspecified),5,-6

# A portion of the library. The share of hits here may be higher or lower than overall.
